Tau FP inhib: tau fibrillization inhibition (FP) | P10636 | K18 P301L tau heparin fibrillization, Alexa594 FP, 6 h | Potency, µM (highest dose often 57.7 µM), inactives show at the top dose activity, negative = inhibition, most hits filed as inhibitors | 280,000 tested, 0.39% active | AID 1468; note: nearly all actives have a fitted effect of over 55% in size
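FP of Alexa 594-tau after heparin (20 uM) induction. Substrate: human K18 P301L, 15 uM unlabeled, 0.24 uM labeled. Buffer 100 mM sodium acetate pH 7. 6 hr, 37 C.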
KDM4E inh: JMJD2E (human) inhibition; B2RXH2; JMJD2E catalytic domain, FDH-coupled NADH fluorescence (FDH is formaldehyde dehydrogenase); Potency, µM (series often up to 57.1 µM), inactives show at the highest dose activity change, negative = inhibition, usual class: inhibitors; 230,000 tested, 1.6% active; AID 2147; active = well fitted inhibition curve with a large enough effect, not every such curve was filed as active; inconclusive = small, poorly fitted or top-dose-only effect, or another doubt; inactive = no such curve, though single readings can be large or run the other way;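 note: 0% = wells with enzyme and -100% = buffer wells without enzyme; nearly all actives have a fitted effect of over 50% in size; many of its hits are not listed in these tables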
L3MBTL1 block: inhibitors of human L3MBTL1; Q9Y468; AlphaScreen L3MBTL1–H3K9me1 peptide binding; Potency, µM (series often up to 57.1 µM), inactives show at the top dose activity, negative = inhibition, most hits filed as inhibitors; 230,000 tested, 0.66% active; AID 485360; note: nearly all actives have a fitted effect of over 60% in size
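L3MBTL1 50 nM + b-AHA-H3(1-15)K9me1 75 nM, 30 min RT; compound added, 30 min RT; streptavidin donor/Ni-chelate acceptor beads 10 ug/mL each final, 30 min RT dark; AlphaScreen read.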
RGS12 GoLoco inh: RGS12 GoLoco-Gai1 interaction inhibition | P63096 | Gai1:RGS12 GoLoco peptide FP, rhodamine, 10 min | Potency, µM (doses to about 61.6 µM), for inactives: at the top dose activity, negative = inhibition, most hits filed as inhibitors | 230,000 tested, 0.44% active; active = well fitted inhibition curve with a large enough effect, not every such curve was filed as active; inactive = no such curve, though single readings can be large or run the other way; note: nearly all actives have a fitted effect of over 30% in size; many of its hits are not listed in these tables
RECQ1 helicase: RECQ1 (human) helicase inhibition | P46063 | RECQ1 DNA unwinding, red fluorescence kinetic read | Potency, µM (highest dose often 57.3 µM), for the others: top-dose activity, negative = inhibition, actives largely listed as inhibitors | 240,000 tested, 0.54% active | AID 2549;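 note: plate controls were vehicle for no effect and no enzyme for full effect; nearly all actives have a fitted effect of over 30% in size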
Target sequence (P46063 whole entry, looked up): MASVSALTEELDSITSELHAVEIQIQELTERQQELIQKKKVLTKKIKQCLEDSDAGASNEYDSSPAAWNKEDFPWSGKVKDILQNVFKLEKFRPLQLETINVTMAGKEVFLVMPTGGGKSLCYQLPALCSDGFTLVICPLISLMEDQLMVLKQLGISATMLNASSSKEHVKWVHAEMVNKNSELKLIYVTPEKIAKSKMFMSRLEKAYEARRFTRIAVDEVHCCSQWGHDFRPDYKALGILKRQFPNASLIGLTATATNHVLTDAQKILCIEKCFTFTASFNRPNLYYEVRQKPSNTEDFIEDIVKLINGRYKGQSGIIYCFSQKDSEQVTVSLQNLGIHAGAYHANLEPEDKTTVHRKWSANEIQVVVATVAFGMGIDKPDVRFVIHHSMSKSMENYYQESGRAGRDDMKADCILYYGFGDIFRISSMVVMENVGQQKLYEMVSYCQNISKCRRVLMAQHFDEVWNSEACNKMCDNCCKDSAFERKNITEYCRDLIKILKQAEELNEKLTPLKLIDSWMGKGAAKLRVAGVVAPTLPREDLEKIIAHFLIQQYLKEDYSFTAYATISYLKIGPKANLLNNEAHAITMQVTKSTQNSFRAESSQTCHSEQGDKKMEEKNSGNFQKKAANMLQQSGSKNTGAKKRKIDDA
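50 nM RECQ1T1 preincubated 15 min with compound in Tris pH 8.0 buffer with MgCl2, DTT, Tween-20 and 2.5 ug/ml poly(dI-dC); started with 200 nM TAMRA/BHQ-2 forked duplex and 2 mM ATP. Unwinding read as fluorescence (525/598 nm), two reads 2 h apart.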
TexasRed fluor: Texas Red fluorescence interference in TRb-SRC2 counter-screen | TRb/SRC2 Texas Red total fluorescence interference | Potency, µM (highest dose often 106 µM), for inactives: top-dose fluorescence change, negative = quenching | AID 1479 | 280,000 tested, 0.29% active; active = well fitted curve in either direction with a large enough effect; inconclusive = small, poorly fitted or top-dose-only effect
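Human TRb ligand-binding domain at 0.6 uM with 20 nM Texas Red SRC2 peptide in Tris buffer containing 1 uM T3 and 5% DMSO, incubated with compound 5 h at ambient temperature. Total fluorescence (555/632 nm) calculated as parallel + 2 × perpendicular.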
Tau fibril ThT: inhibitors of human tau fibril formation, thioflavin T binding. 270,000 tested, 2.1% active. AID 1460. Potency, µM (highest dose often 57.4 µM), for the others: top-dose activity, negative = inhibition, most hits filed as inhibitors. recombinant tau K18 P301L, heparin-induced fibrillization, ThT fluorescence; note: nearly all actives have a fitted effect of over 55% in size
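Fibril formation assay: tau K18 P301L at 15 uM with trace Alexa 594 label, heparin inducer 20 uM, pH 7 sodium acetate buffer, 37 C for 6 hr; endpoint ThT signal.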
TRb-SRC2 inh: inhibitors of human thyroid hormone receptor beta-SRC2 interaction. P10828. TRbeta-SRC2 peptide binding, fluorescence polarization; receptor liganded with 1 µM T3. Potency, µM (highest dose often 106 µM), without a hit: at the highest dose activity change, negative = inhibition, actives largely listed as inhibitors. 280,000 tested, 0.065% active. AID 1469;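 note: plate controls were bound peptide for no effect and peptide without receptor for full effect; nearly all actives have a fitted effect of over 50% in size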
Target sequence (P10828 whole entry, looked up): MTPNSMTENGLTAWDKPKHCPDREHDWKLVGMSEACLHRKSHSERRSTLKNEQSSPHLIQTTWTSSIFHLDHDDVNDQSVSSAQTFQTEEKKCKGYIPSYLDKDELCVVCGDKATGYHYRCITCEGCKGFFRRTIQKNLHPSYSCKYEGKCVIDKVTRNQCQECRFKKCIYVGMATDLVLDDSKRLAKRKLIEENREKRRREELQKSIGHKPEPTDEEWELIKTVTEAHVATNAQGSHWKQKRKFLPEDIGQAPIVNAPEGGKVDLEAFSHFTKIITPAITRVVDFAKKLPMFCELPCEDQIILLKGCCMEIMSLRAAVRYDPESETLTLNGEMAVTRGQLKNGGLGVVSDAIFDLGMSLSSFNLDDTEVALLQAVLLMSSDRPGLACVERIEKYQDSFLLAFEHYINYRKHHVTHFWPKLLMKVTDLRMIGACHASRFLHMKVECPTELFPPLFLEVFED
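TRb LBD 0.6 uM + Texas Red SRC2 peptide 20 nM, 1 uM T3, Tris buffer w/ 5% DMSO; compound pinned, 5 h RT; FP read ex 555/em 632; normalized to unbound and bound controls.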
Numbers without * were called inactive; i = inactive; ? = inconclusive; . = no result given; & = joins results of further samples; [ ] = another dose, or the depositor's remark. Unless noted, calls come from the whole dose curve; as a rule, active = well fitted curve in the direction sought with a large enough effect; inconclusive = small, poorly fitted or top-dose-only effect, or another doubt; inactive = no such curve, though single readings can be large; an effect the other way counts as inactive or inconclusive. Unless noted, % is set by controls: 0 for no effect and ±100 for the full control effect; potency is the fitted concentration of half-maximal effect. Not all compounds are listed; count on the stated rates, not on these rows.

canonical_smiles | Tau FP inhib | L3MBTL1 block | TexasRed fluor | Tau fibril ThT | TRb-SRC2 inh | RGS12 GoLoco inh | RECQ1 helicase | KDM4E inh
CCCOc1cc(C)c(S(=O)(=O)NC2CC(C)(C)NC(C)(C)C2)cc1C | -2% | 6% | -4% | 5% | 8% | 24% | i | 8%
CCOc1ccc(CCNC(=O)c2c(C)oc3ncnc(N4CCOCC4)c23)cc1 | 8% | . | 1% | -13% | -9% | . | . | .
CNC(=O)[C@H](C)[C@@H]1C[C@@]1(C)[C@@H](NC(=O)OCc1ccccc1)c1ccccc1 | 1%&7% | -5% | -5%&1% | -6%&0% | -8%&-1% | -1%&2% | -1%&-2% | 2%&7%
CC(OC(=O)CC(NC(=O)c1ccccc1Cl)c1ccccc1)C(=O)Nc1cccc(Cl)c1Cl (stereo unspecified) | -14% | 4% | -1% | -12% | -17% | -17% | -5% | -1%
Cc1ccccc1/C=N/Nc1nc2ccccc2c(=O)n1O | 4% | . | 0% | . | -13% | 4% | -7% | ?
CCCc1oc(C(=O)O)cc1CN1CCOCC1 | ? | . | -8% | 4% | -6% | 5% | -3% | ?
COc1ccc(OCCn2c(C)nc3cc(C)c(C)cc32)cc1 | 2% | . | -7% | -11% | -1% | . | . | .
COc1ccnc(NCc2ccc(Cl)cc2)c1C#N | -12% | 9% | 2% | 0% | -8% | -9% | -13% | ?
N#C/C(=C\c1ccc(Cl)cc1Cl)c1n[nH]c(Cn2cncn2)n1 | 8% | . | 0% | -17% | 10% | 18% | 17% | ?
Cc1nnc(Sc2c(-c3ccccc3)c3ccc(Cl)cc3[nH]c2=O)s1 | 8% | -5% | -2% | -20% | -4% | 6% | -8% | ?
Cc1c([N+](=O)[O-])cc(C(=O)Oc2cccc(C(=S)N3CCOCC3)c2)cc1[N+](=O)[O-] | -4% | -8% | -4% | ? | -2% | 2% | 6% | 1%
O=S(=O)(Cc1ccccc1)N1CCC(N2CCN(c3ccccc3)CC2)CC1 | 6% | 10% | 1% | ? | 2% | 3% | 0% | 5%
CCOC(=O)CN1N=C(c2ccc(Cl)s2)CSC1=O | 1% | 2% | 1%[53 µM] | 1% | 4%[53 µM] | 2% | -3% | -8%
O=C(NCCCN1CCOCC1)c1cc(-c2ccc(O)cc2)on1 | -3% | 9% | 0% | -1% | 6% | 4% | -13% | -3%
CCCn1c(SCC(=O)Nc2ccc(Cl)cc2)n[nH]c1=O | -5% | 10% | -1% | -4% | -1% | 4% | i | 1%
COC(=O)c1ccccc1SC1CC(=O)N(c2ccccc2)C1=O (stereo unspecified) | 3% | 35%[activator] | -3% | 7% | -8% | -20% | -11% | -1%
COc1ccc(OCC(=O)Nc2ccc3c(c2)nc(CCN2CCOCC2)n3C)cc1 | 3% | 3% | -3% | -10% | 7% | 5% | -2% | -5%
CC(C)(C)C(=O)Nc1ccc(C(=O)NNC(=O)c2ccccc2)cc1 | -5% | -10% | -3% | -4% | 4% | 2% | -9% | 2%
O=C1N/C(=C/c2ccc(N3CCCC3)cc2)C(=O)N1c1ccccc1 | 2% | 4% | -7% | ? | -3% | 6% | 0% | -5%
COC(=O)c1sc2nc(CN3CCN(c4cccc(C(F)(F)F)c4)CC3)[nH]c(=O)c2c1C | 3% | 6% | -2% | ? | -4% | . | -2% | 3%
Cc1cccc(OCCCC(=O)O)c1C | -5% | 3% | 1% | -5% | -11% | 1% | -2% | -10%
CCc1ccc(OCC(=O)Nc2ncn[nH]2)c(Br)c1 | -9% | . | 0% | 0% | -4% | . | . | .
CCOC(=O)c1sc(-c2ccc(F)cc2)cc1N | 13% | . | -3% | ? | 7% | 2% | -16% | ?
CCC(C)c1ccc(NC(=S)Nc2ccc(OC)cc2C)cc1 (stereo unspecified) | 8% | -3% | 2% | -4% | -30% | 1% | 2% | -1%
CC(C)C(=O)N1CCN(c2ccccc2NC(=O)Cc2ccc(Cl)cc2)CC1 | 5% | -1% | -1% | -7% | 8% | -1% | -13% | 1%
CCOc1ccc(S(=O)(=O)N(C)c2ccc(OCC(=O)NCC3CCCO3)cc2)cc1 (stereo unspecified) | -3% | 4% | 0% | -9% | -5% | 9% | i | 9%
O=S(=O)(Nc1ccc(C(F)(F)F)cc1)c1cnc[nH]1 | -1% | . | -2% | 3% | -9% | 3% | 10% | 0%
O=C1C(Oc2ccccc2)C(c2cccs2)N1Cc1ccc2c(c1)OCO2 (stereo unspecified) | -1% | 4% | 2% | -4% | 2% | 7% | -4% | 4%
COc1ccc(-c2noc(CSc3nnc(CCc4ccccc4)n3-c3ccccc3)n2)cc1OC | 11% | -7% | -1% | -10% | -3% | -4% | -5% | -8%
O=c1[nH]c(SCc2nc3ccccc3c(=O)n2-c2ccccc2C(F)(F)F)nc2ccccc12 | -4% | 3% | 0% | -11% | -2% | 14% | -3% | 5%
COc1ccc(-c2nnc3ccc(SCC(=O)Nc4nccs4)nn23)cc1OC | -1% | 7% | -1% | -3% | 13% | 18% | -2% | 0%
O=C(NCc1cccs1)c1cc(-c2ccccc2)nc2ccccc12 | 2% | 21% | 0% | -2% | -13% | -6% | 8% | 20%
COc1ccc(C(CC(=O)Nc2ccc(C)cc2)NC(=O)C(F)(F)F)cc1 (stereo unspecified) | 3% | 9% | 8% | -7% | 2% | 7% | -1% | -5%
COc1ccc(C(=O)N2CCCC(c3nc(-c4ccc(OC)c(OC)c4)no3)C2)c(OC)c1 (stereo unspecified) | -4% | 7% | 1% | -16% | 3% | 0% | -12% | 10%
CCCC(=O)N1CCN(c2ccc(NC(=O)c3ccccc3)cc2)CC1 | 7% | -4% | -2% | ? | 7% | -4% | -6% | 2%
Cc1ccc2ccc(S(=O)(=O)n3nc(C)cc3C)cc2c1 | 4% | 22% | -2% | -13% | -3% | 2% | -3% | 0%
CCN(CC)CCCN(Cc1cc2cc3c(cc2[nH]c1=O)OCO3)C(=S)Nc1ccccc1 | -2% | -18% | 0% | 3% | 0% | 14% | 0% | ?
CCOC(=O)c1c(C)c(C#N)c2c3ccccc3ccn12 | -1% | . | -1% | -8% | -1% | -18% | -9% | 4%
Cc1ccc(N2C(=O)c3[nH]nc(-c4ccc(Cl)cc4)c3C2c2ccc(F)cc2)cc1 (stereo unspecified) | ? | . | 0% | -6% | -2% | . | . | .
Cn1c(=O)oc2cc(S(=O)(=O)N3CCC(C(=O)N4CCc5ccccc5C4)CC3)ccc21 | 5% | . | 0% | -6% | -8% | -3% | -9% | 5%

A second format for some results above.
Each structure is followed by: Tau FP inhib, L3MBTL1 block, TexasRed fluor, Tau fibril ThT, TRb-SRC2 inh, RGS12 GoLoco inh, RECQ1 helicase, KDM4E inh
- COc1ccc(-c2noc(CSc3nnc(CCc4ccccc4)n3-c3ccccc3)n2)cc1OC
  11%, -7%, -1%, -10%, -3%, -4%, -5%, -8%
- Cc1cccc(OCCCC(=O)O)c1C
  -5%, 3%, 1%, -5%, -11%, 1%, -2%, -10%
- CCc1ccc(OCC(=O)Nc2ncn[nH]2)c(Br)c1
  -9%, ., 0%, 0%, -4%, ., ., .

Remaining list, next part
canonical_smiles | Tau FP inhib | L3MBTL1 block | TexasRed fluor | Tau fibril ThT | TRb-SRC2 inh | RGS12 GoLoco inh | RECQ1 helicase | KDM4E inh
COc1ccccc1CNC(=O)c1ccc2nc(CCc3ccccc3)oc2c1 | 2% | . | -24% | ? | 6% | . | . | .
COc1ccc(/C=C/C(=O)O)cc1S(=O)(=O)NCC1CCCO1 (stereo unspecified) | -4% | -12% | -3% | -2% | 3% | 10% | -10% | -1%
Cc1cc2cc(C)c3nnc(SCC(=O)Nc4ccc(S(=O)(=O)N5CCCCC5)cc4)n3c2cc1C | -7% | 3% | -2% | 5% | 8% | -5% | -6% | 8%
CCCn1c(C)cc(C(=O)CN2C(=O)c3cccc(N)c3C2=O)c1C | ? | . | 0% | -12% | 6% | 4% | -5% | 1%
Cc1cc(C)cc(OCCCOc2cccc3cccnc23)c1 | 8% | 12% | 0% | ? | -2% | 8% | i | ?
COc1cccc2c1Oc1ncccc1N(C(=O)CCC(=O)NCc1ccc(C)cc1)C2 | -3% | . | -4% | -7% | 3% | . | . | .
Cc1cc(C)cc(OCC(=O)O/N=C(\N)c2ccccn2)c1 | 2% | . | -2% | -16% | 1% | 2% | -15% | 4%
O=C(CN1CCN(S(=O)(=O)c2ccc(F)cc2)CC1)c1ccc(O)c(O)c1 | ? | . | -10% | ? | -2% | -29% | 40µM* | 4.5µM*
COc1cccc(Nc2ccc(Nc3cccc(OC)c3)nn2)c1 | 9% | -7% | -5% | ? | -2% | 8% | -6% | -17%
Cc1cc(NC(=O)c2ccc3c(c2)C(=O)N(Cc2cccnc2)C3=O)no1 | 0% | . | -5% | 8% | -6% | 5% | -12% | 5%
CC(=O)c1c(C)nc2cc(Cl)ccc2c1N | 1% | . | -2% | 4% | -16% | 6% | -7% | 1%
COc1ccc(N(CC(O)Cn2c3ccccc3c3ccccc32)S(=O)(=O)c2ccccc2)cc1 (stereo unspecified) | 1% | -5% | 2% | 2% | 2% | 4% | ? | ?
CCn1c(SCC(=O)N(Cc2ccccc2)C2CCS(=O)(=O)C2)nc2ccccc2c1=O (stereo unspecified) | 5% | 4% | 0% | 3% | 0% | . | -5% | -2%
Cc1ccc(NC(=O)c2ccc(NCCc3ccccc3)c([N+](=O)[O-])c2)cc1F | -12% | 4% | -2% | ? | 2% | 2% | -6% | 3%
COc1ccc(-c2csc(NC(=O)CN3C(=O)CCC3=O)n2)c(OC)c1 | 0% | -3% | -3% | -8% | 11% | 4% | 4% | 2%
COC(=O)[C@H](Cc1ccccc1)NC(=O)NCc1ccc(C)cc1 | 5% | 46%[activator] | -1% | -10% | 4% | -8% | -5% | -5%
CCOC(=O)CCNC(=O)N1CCCC(C(=O)c2ccccc2SC)C1 (stereo unspecified) | -2% | -1% | -2% | -11% | -4% | 5% | 0% | -7%
CS(=O)(=O)N1CCc2cc(S(=O)(=O)NCCNS(=O)(=O)c3ccc4c(c3)CCN4S(C)(=O)=O)ccc21 | -14% | 6% | -1% | -1% | -1% | 7% | i | -7%
